# Screens deposited in PubChem BioAssay by National Center for Advancing Translational Sciences (NCATS).
# PLK1 PBD block: blocks phosphopeptide binding to human PLK1 polo-box domain; P53350; Plk1 PBD binding of FITC phosphopeptide, fluorescence polarization; Potency, µM, without a hit: max response, negative = inhibition, most hits filed as inhibitors; 360,000 tested, 2.8% active; AID 720504; also: potency is read from the fitted curve at half-maximal effect; series mostly up to about 57 µM; % is scaled to controls: 0 for no effect and ±100 for the full control effect; nearly all actives have a fitted effect of over 65% in size
# Target sequence (P53350 whole entry, looked up, the tested form may be a part): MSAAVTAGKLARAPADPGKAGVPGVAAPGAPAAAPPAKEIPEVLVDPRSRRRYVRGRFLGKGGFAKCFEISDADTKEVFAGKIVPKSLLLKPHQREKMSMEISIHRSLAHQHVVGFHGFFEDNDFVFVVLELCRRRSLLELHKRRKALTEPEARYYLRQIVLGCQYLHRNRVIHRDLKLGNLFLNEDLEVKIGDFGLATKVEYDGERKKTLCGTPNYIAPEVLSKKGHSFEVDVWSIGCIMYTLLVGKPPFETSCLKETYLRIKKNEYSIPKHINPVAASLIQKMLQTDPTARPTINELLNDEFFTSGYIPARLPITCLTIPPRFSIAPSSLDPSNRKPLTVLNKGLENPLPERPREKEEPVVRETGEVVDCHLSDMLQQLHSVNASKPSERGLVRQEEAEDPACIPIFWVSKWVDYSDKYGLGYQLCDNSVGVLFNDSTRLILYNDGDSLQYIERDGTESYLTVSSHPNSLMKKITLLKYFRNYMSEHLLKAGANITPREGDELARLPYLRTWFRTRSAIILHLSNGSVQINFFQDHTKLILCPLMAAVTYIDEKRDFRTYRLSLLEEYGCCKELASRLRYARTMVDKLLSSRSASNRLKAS
# GLP-1R agonist: GLP-1 receptor (human) agonism | HEK293 GLP-1R CRE-luciferase, luminescence, 4-6 h; cells express a hypersensitive GLP-1R form | Potency, µM (series often up to 45.6 µM), inactives show at the top dose activation, most hits filed as activators | P43220 | 380,000 tested, 0.007% active; also: potency is read from the fitted curve at half-maximal effect; % of control where 0% means no effect
# Target sequence (P43220 whole entry, looked up): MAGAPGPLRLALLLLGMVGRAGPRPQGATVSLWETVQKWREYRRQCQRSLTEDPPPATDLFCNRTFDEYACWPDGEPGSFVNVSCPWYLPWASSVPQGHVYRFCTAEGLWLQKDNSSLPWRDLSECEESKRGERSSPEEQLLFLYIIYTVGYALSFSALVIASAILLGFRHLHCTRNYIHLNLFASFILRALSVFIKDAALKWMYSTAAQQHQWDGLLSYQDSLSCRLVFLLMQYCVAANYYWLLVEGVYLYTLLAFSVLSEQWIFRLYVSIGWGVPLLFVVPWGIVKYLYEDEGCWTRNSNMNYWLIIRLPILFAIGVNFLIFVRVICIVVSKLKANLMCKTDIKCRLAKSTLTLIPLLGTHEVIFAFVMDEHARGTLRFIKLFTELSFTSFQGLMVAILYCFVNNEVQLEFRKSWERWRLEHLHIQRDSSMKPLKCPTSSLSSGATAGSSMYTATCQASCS
# GLP1R cytotox: cytotoxic in the GLP-1 receptor inverse agonist counter-screen. HEK293 cAMP-luciferase reporter cells, luminescence, 24 h. Potency, µM (doses to about 38.3 µM), for the others: top-dose activity change, negative = inhibition, hits mostly inhibitors. 410,000 tested, 0.13% active;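 also: loss of luciferase light is scored as toxicity; potency is read from the fitted curve at half-maximal effect; % is scaled to controls: 0 for no effect and ±100 for the full control effect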
#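 Here, cytotoxicity is scored as loss of luminescence. The MLSMR collection was tested on cells seeded in medium containing 10% Nu serum, with a 24 hr compound exposure preceded by 12 hours of culture.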
# EPAC1 agonist: EPAC1 (human) agonism. EPAC1 agonist qHTS, biochemical assay; response scale: 100% = response to 6.5 mM cAMP. Potency, µM (titrated, usually from 154 µM), inactives show at the highest dose activation, actives largely listed as activators. 360,000 tested, 0.073% active. O95398. AID 720707; also: potency is read from the fitted curve at half-maximal effect; nearly all actives have a fitted effect of over 60% in size
#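 Normalized to 6.5 mM cAMP, activity reflects EPAC1-catalysed release of BODIPY-GDP from Rap1B, followed kinetically over 30 min at 480 nm excitation, 540 nm emission. Reaction contained 100 nM EPAC1, 250 nM Rap1B-BODIPY-GDP, 50 uM GDP.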
# EPAC1 antag: EPAC1 (human) antagonism. Potency, µM (top dose mostly 115 µM), without a hit: at the top dose activity change, negative = inhibition, actives largely listed as inhibitors. EPAC1 GEF assay, Rap1b-BODIPY-GDP exchange fluorescence. 360,000 tested, 0.14% active;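 also: potency is read from the fitted curve at half-maximal effect; plate controls were vehicle for no effect and positive control for full effect; nearly all actives have a fitted effect of over 50% in size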
# IL2 activator: activates IL-2 in a cell-based reporter assay | activation, % (series mostly up to about 46 µM) | 360,000 tested, 0.065% active | AID 652025 | IL-2 activation reporter assay, cell-based qHTS; stimulated with anti-CD3/CD4/CD28 beads; in transgenic mouse T cells; in the data active = activation above about 50%; inconclusive = mostly about 30% to 49%; also: 0% is about no effect
#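 EGFP and DsRed fluorescence is measured by plate cytometry in unstimulated transgenic mouse T cells exposed to compound for 60 minutes, then stimulated 18 hours at 37 degrees C with anti-CD3/anti-CD4 beads plus anti-CD28.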
# GLP-1R inv ag: acts as inverse agonist at human GLP-1 receptor; HEK293 GLP-1R CRE-luciferase, luminescence, 24 h; GLP-1R form is constitutively active; Potency, µM (titrated, usually from 38.3 µM), for the others: at the top dose activity change, negative = inhibition, most hits filed as inhibitors; 410,000 tested, 1.6% active; AID 624417; also: potency is read from the fitted curve at half-maximal effect; % is scaled to controls: 0 for no effect and ±100 for the full control effect; nearly all actives have a fitted effect of over 55% in size
#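 qHTS in 1536-well format: reporter HEK293 cells expressing constitutive GLP-1R activity in DMEM + 10% Nu serum, 24 hr with compounds at 37 deg C, luminescence read after 12 min with detection reagent.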
# PTHR1 ag: PTHR1 (human) receptor agonism; Q03431; HEK293 GP2 PTHR1 cells, GloSensor cAMP luminescence, 1 h; Potency, µM (series often up to 115 µM), without a hit: at the top dose activation, most hits filed as activators; 410,000 tested, 0.075% active; AID 743266; also: potency is read from the fitted curve at half-maximal effect; nearly all actives have a fitted effect of over 55% in size; some results filed as inactive show a strong effect at the top dose; inactives centre near -15; many of its hits are not listed in these tables
#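 HEK-293-derived GP2 cells expressing PTHR1 and a GloSensor cAMP reporter, 3,000/well, plated overnight, given luciferin plus IBMX (each 0.5 mM as added) for 1 h at 37 °C, then compound for 1 h at 37 °C. Luminescence was read after 15 min at room temperature.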
# PI5P4Ka inh: blocks human PI5P4K alpha kinase activity; 330,000 tested, 1.2% active; P48426; max response, %; AID 652105; PI5P4Kalpha enzyme, ADP-Glo luminescence, 60 min; hits give low values; active = max response of -50% or lower; inconclusive = between -30% and -50%; inactive = -30% or higher; also: value at the top dose of about 77 µM; % is scaled to controls: 0 for no effect and ±100 for the full control effect
#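 ADP-Glo luminescence end-point after a 60 min room-temperature kinase reaction. PI5P4Kalpha and substrate in HEPES pH 7.4 buffer with EGTA, 0.1% CHAPS and 5% DMSO; ATP at 5 microM final.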
# * hit, by the source's call; i = inactive; ? = inconclusive; nt = no result given; & = joins results of further samples; [ ] = remark or other dose. Unless noted, calls follow the shape of the dose curve; as a rule, active = well fitted curve in the direction sought with a large enough effect; inconclusive = small, poorly fitted or top-dose-only effect, or another doubt; inactive = no such curve, though single readings can be large; an effect the other way counts as inactive or inconclusive.
nr | canonical_smiles | PLK1 PBD block | GLP-1R agonist | GLP1R cytotox | EPAC1 agonist | EPAC1 antag | IL2 activator | GLP-1R inv ag | PTHR1 ag | PI5P4Ka inh
1 | CCOC(=O)c1cc(OC)c2cccc(CN3CCCC(C)(C(=O)NCCOC)C3)c2c1 (configuration not stated) | -2% | 16% | -3% | -6% | -16% | -0.1 | ? | 22% | 2
2 | CC(=O)N1C(C(=O)O)CSC1c1cccc(C)c1 (configuration not stated) | -14% | 4% | 18% | 3% | 2% | 0.9 | 12% | i | 7
3 | CC(=O)c1ccc(S(=O)(=O)N2CCN(C(=O)c3ccc(N)c([N+](=O)[O-])c3)CC2)cc1 | -2% | 7% | -11% | -1% | -3% | -0.1 | 3% | i | -23
4 | CCC(=O)Nc1ccc(NC(=O)c2ccco2)c(OC)c1 | -13% | 5% | 16% | 2% | 4% | 0.1 | 76%[activator] | i | 8
5 | NC1=NN(c2cccc(C(=O)O)c2)C(=O)C1 | -12% | -3% | 15% | 6% | 2% | 0.9 | 25% | i | ?
6 | O=C(NCCSc1c[nH]c2ccccc12)C1CC1 | -2% | 0% | 6% | -2% | -15% | -0.2 | 5% | -17% | -3
7 | COc1ccc(-n2cnc3sccc3c2=O)cc1 | -1% | 15% | 0% | 13% | -15% | -0.2 | 10% | i | 8
8 | NC(=O)c1sc2nc(-c3cccnc3)ccc2c1N | -13% | 29% | 15% | 3% | ? | -0.2 | 160%[activator] | 3% | ?
9 | Cc1ccc(C2(C)NC(=O)N(CC(=O)NC(=O)NC(C)C)C2=O)cc1 (configuration not stated) | -4% | 7% | -11% | 0% | -10% | 0.5 | 3% | i | 4
10 | CCNC(=S)N/N=C/c1cccc(/C=N/NC(=S)NCC)c1 | -15% | 7% | -4%[7.66 µM] | 10% | -13% | 2.1 | 0%[7.66 µM] | i | -3
11 | OCC[C@H]1C[C@H](O)[C@@H](O)[C@@]2(CCc3ccccc3O2)O1 | 5% | -1% | -2% | -3% | 15% | -0.3 | 15% | i | -2
12 | COc1ccccc1NC(=O)NCC1(N(C)C)CCCCC1 | -7% | 5% | 18% | 5% | -5% | 1.7 | -7% | -15% | 0
13 | CCc1ccc(-c2nc(CSCC(=O)NCCCN3CCCC3=O)c(C)o2)cc1 | -2% | -7% | 1% | 0% | -20% | 0.4 | 0% | i | nt
14 | COc1ccccc1NC(=O)c1ccc(NC(=O)CN2CCCCC2)cc1 | -3% | 11% | -6% | -5% | -3% | 0.9 | ? | i | 4
15 | Cc1sc(NC(=O)C2CC(=O)N(Cc3ccco3)C2)nc1-c1ccccc1 (configuration not stated) | -22% | 2% | -15% | 9% | -3% | 0.9 | ? | -5% | ?
16 | Cc1ccc(N(C(C)C(=O)Nc2ccc(S(=O)(=O)N3CCOCC3)cc2)S(C)(=O)=O)cc1 (configuration not stated) | -7% | 5% | 7% | -2% | -13% | -0.3 | -11% | i | 2
17 | NS(=O)(=O)c1cccc(NC(=O)COC(=O)c2ccc(S(=O)(=O)N3CCOCC3)cc2)c1 | 0% | -1% | -3% | 4% | 11% | 0.6 | 18% | -27% | -26
18 | COC(=O)[C@]1(Cc2ccccc2)N[C@H](CN(C)S(=O)(=O)c2ccc(-c3ccccc3)cc2)[C@@H]2C(=O)N(C)C(=O)[C@@H]21 | -16% | 3% | -15% | 0% | -4% | -0.7 | -22% | i | 0
19 | Cn1cc(CN2CCC(C(=O)Nc3cccc(-c4cccc(F)c4)c3)CC2)cn1 | 5% | 1% | -25% | 2% | 17% | 0.7 | ? | i | 1
20 | COC(=O)CCC(=O)Nc1nccs1 | -14% | 0% | 10% | 11% | 8% | -0.7 | 3% | -31%[inhibitor] | -6

# An excerpt from above in order of count of non-hydrogen atoms, descending:
nr | canonical_smiles | PLK1 PBD block | GLP-1R agonist | GLP1R cytotox | EPAC1 agonist | EPAC1 antag | IL2 activator | GLP-1R inv ag | PTHR1 ag | PI5P4Ka inh
18 | COC(=O)[C@]1(Cc2ccccc2)N[C@H](CN(C)S(=O)(=O)c2ccc(-c3ccccc3)cc2)[C@@H]2C(=O)N(C)C(=O)[C@@H]21 | -16% | 3% | -15% | 0% | -4% | -0.7 | -22% | i | 0
19 | Cn1cc(CN2CCC(C(=O)Nc3cccc(-c4cccc(F)c4)c3)CC2)cn1 | 5% | 1% | -25% | 2% | 17% | 0.7 | ? | i | 1
15 | Cc1sc(NC(=O)C2CC(=O)N(Cc3ccco3)C2)nc1-c1ccccc1 (configuration not stated) | -22% | 2% | -15% | 9% | -3% | 0.9 | ? | -5% | ?

# 2 entries from above, with each value named.
3: CC(=O)c1ccc(S(=O)(=O)N2CCN(C(=O)c3ccc(N)c([N+](=O)[O-])c3)CC2)cc1
  PLK1 PBD block = -2%
  GLP-1R agonist = 7%
  GLP1R cytotox = -11%
  EPAC1 agonist = -1%
  EPAC1 antag = -3%
  IL2 activator = -0.1
  GLP-1R inv ag = 3%
  PTHR1 ag = i
  PI5P4Ka inh = -23
4: CCC(=O)Nc1ccc(NC(=O)c2ccco2)c(OC)c1
  PLK1 PBD block = -13%
  GLP-1R agonist = 5%
  GLP1R cytotox = 16%
  EPAC1 agonist = 2%
  EPAC1 antag = 4%
  IL2 activator = 0.1
  GLP-1R inv ag = 76%[activator]
  PTHR1 ag = i
  PI5P4Ka inh = 8

# Next part:
# Short keys: A = PLK1 PBD block; B = GLP-1R agonist; C = GLP1R cytotox; D = EPAC1 agonist; E = EPAC1 antag; F = IL2 activator; G = GLP-1R inv ag; H = PTHR1 ag; I = PI5P4Ka inh
21	O=C(Cn1cc(C(=O)c2ccco2)c2ccccc21)NCc1ccco1
  A = -10%	B = -11%	C = -17%	D = 0%	E = 0%	F = -2.3	G = -26%	H = i	I = 0
22	O=C(COC(=O)Cc1ccc(F)cc1)NC1CCCCCC1
  A = -2%	B = 4%	C = -7%	D = 3%	E = 7%	F = -0.5	G = 9%	H = i	I = 1
23	C=CCN1C(=O)OC2(CCCCC2)C1(C)O (configuration not stated)
  A = -11%	B = 9%	C = ?	D = 9%	E = 5%	F = -0.3	G = 31%[activator]	H = -20%	I = -5
24	O=C(Nc1nnc(-c2ccc3c(c2)OCCO3)o1)C1CCCCC1
  A = -5%	B = 2%	C = 13%	D = 8%	E = 2%	F = -1.1	G = -6%	H = i	I = 2
25	c1ccc2c(CN3CCOCC3)c3ccccc3c(CN3CCOCC3)c2c1
  A = -10%	B = 2%	C = 2%	D = -2%	E = 2%	F = -1.1	G = 2%	H = i	I = nt
26	COc1ccc(CNC(=O)C/C(C)=N/NC(=O)c2ccc(OC)cc2OC)cc1
  A = -17%	B = 10%	C = -1%	D = -6%	E = -29%	F = 0.3	G = 14%	H = ?	I = 11
27	CC(C)c1ccc(OCC(O)CN2CCN(c3ccccn3)CC2)cc1 (configuration not stated)
  A = -5%	B = 4%	C = 0%	D = 1%	E = 1%	F = -0.7	G = ?	H = -11%	I = 7
28	CCN1C(=O)/C(=C\C=C2/C=CC=CN2CC)SC1=S
  A = 12%	B = -1%	C = ?	D = -7%	E = -10%	F = -3.0	G = ?	H = -19%	I = -29
29	COc1ccccc1NC(=O)C(C)Nc1ccc(C)c(Cl)c1 (configuration not stated)
  A = -3%	B = 3%	C = 11%[7.66 µM]	D = 7%	E = -15%	F = 0.0	G = 17%[7.66 µM]	H = -25%	I = 5
30	c1cncc(CSc2ccc(-c3cccs3)nn2)c1
  A = -13%	B = 6%	C = 14%	D = 11%	E = -6%	F = 1.7	G = 1%	H = -20%	I = 5
31	CCc1c(Cl)nc(N)nc1Nc1ccccc1C
  A = 1%	B = 0%	C = 2%	D = -4%	E = -5%	F = -4.4	G = -1%	H = -5%	I = 12
32	Cn1c(=O)cc(SCC(=O)NCCCN2CCN(c3ccc(F)cc3)CC2)c2ccccc21
  A = -12%	B = -8%	C = -10%	D = 4%	E = -11%	F = 0.0	G = ?	H = -11%[57.5 µM]	I = 0
33	Cc1cccc(NCc2nc(SCC(=O)Nc3ccccc3)n[nH]2)c1
  A = -16%	B = -1%	C = 6%	D = 8%	E = 9%	F = -0.5	G = -25%	H = 5%	I = 10
34	Cc1ccc(-c2csc3ncnc(Nc4ccc(C(=O)O)cc4)c23)cc1
  A = -14%	B = 1%&6%	C = 10%&1%	D = 0%	E = -8%	F = -0.7	G = 32%&18%[activator]	H = -87%&-15%	I = -28
35	Cc1cc(C(=O)NCc2ccccc2Cl)c2c(C)nn(-c3ccccc3)c2n1
  A = nt	B = 3%	C = 3%	D = nt	E = nt	F = nt	G = -18%	H = -2%	I = nt
36	COc1ccccc1OCC(=O)c1[nH]c(C)c(C(C)=O)c1C
  A = -9%	B = 2%	C = -16%	D = 6%	E = 12%	F = -2.1	G = 9%	H = -18%[57.5 µM]	I = -28
37	Cc1cccc(C)c1NC(=O)C(c1ccccc1OC(F)(F)F)N1CCN(C)CC1 (configuration not stated)
  A = -9%	B = nt	C = 0%	D = -5%	E = -14%	F = 0.5	G = -14%	H = 1%	I = 1
38	CC(=O)Nc1ccc(-c2ccnc3c2CC(C(=O)Nc2cccc(OC(F)(F)F)c2)O3)cc1 (configuration not stated)
  A = 0%	B = 7%	C = -12%	D = -16%	E = -25%	F = -0.5	G = ?	H = i	I = -7
39	Cc1cc(C)n(S(=O)(=O)Cc2ccccc2)n1
  A = -1%	B = 0%	C = 4%	D = -2%	E = 4%	F = -1.7	G = 0%	H = i	I = nt
40	CCC1CCCCN1C(=O)c1ccccc1OC1CCN(S(C)(=O)=O)CC1 (configuration not stated)
  A = -3%	B = 12%	C = 3%	D = 19%	E = 7%	F = 0.7	G = -8%	H = -26%	I = 0

# The list is partial; count on the stated rates, not on these rows.
